SUMO1 PPI mod = modulators of SUMO1 protein-protein interactions, primary screen, biochemical, uHTS | SUMO1 binding to a labelled peptide, TR-FRET, 1 h | inhibition, % at 20 µM | 360,000 compounds, 0.33% hits; in the data active = inhibition above about 37%
Target sequence (P63165 whole entry, looked up): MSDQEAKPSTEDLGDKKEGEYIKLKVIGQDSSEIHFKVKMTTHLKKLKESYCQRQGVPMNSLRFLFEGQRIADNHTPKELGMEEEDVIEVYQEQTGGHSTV
CendR NRP1 mod = modulators of CendR peptide binding to NRP-1, primary screen, biochemical, fluorescence polarization, uHTS. FAM-RPARPAR peptide binding to NRP-1. 360,000 compounds, 0.85% hits. Neuropilin-1 (Homo sapiens), O14786. AID 602438, 2012. inhibition, % at 25 µM;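 active = inhibition or corrected inhibition above about 18%, plus a signal ratio from 0.5 to 1.5, limit read from the data, passing the limit was not always enough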; note: strong numbers were not always called active
STEP block = STEP phosphatase inhibitors, primary screen, biochemical, fluorescence intensity, uHTS; recombinant STEP, OMFP fluorogenic substrate; inhibition, % at 20 µM; 360,000 compounds, 0.25% hits; AID 588621, 2011;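 active = inhibition at 20 µM, scaled per plate between control wells, above about 37%, limit read from the data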;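 note: 0% = DMSO with enzyme and substrate and 100% = substrate only without enzyme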
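Assay system: isolated STEP enzyme / Timing: 20 min at room temperature, dark / Doses: 20 µM, 1% DMSO / Technique: fluorescence intensity, excitation 480 nm, emission 540 nm / Reagent: fluorogenic phosphatase substrate OMFP at 25 µM final / Measure: percent inhibition scaled to no-enzyme and uninhibited-enzyme controls, plate-pattern corrected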
Scp1 inh = Scp-1 phosphatase inhibitors, primary screen, biochemical, colorimetric, uHTS; inhibition, % at 20 µM; Carboxy-terminal domain RNA polymerase II polypeptide A small phosphatase 1 (Homo …; Recombinant Scp1, phosphopeptide, malachite green phosphate absorbance; 340,000 compounds, 0.88% hits;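 active = inhibition above about 50% at 20 µM, limit read from the data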;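 note: plate controls were DMSO wells with enzyme for no effect and wells lacking enzyme for full effect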
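Assay system: SCP-1 catalytic fragment, aa 76-261 | Buffer or medium: Tris acetate buffer pH 5.5 with MgCl2 and Tween-20 | Compound: One concentration, 20 µM, with 1.0% DMSO | Also added: Phospho 17-mer peptide substrate | Signal: Absorbance at 630 nm | Incubation: 45 min enzyme reaction at room temperature | Measure: % inhibition of SCP-1 phosphate liberation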
TbMetRS inhib = T. brucei MetRS inhibitors, primary screen, biochemical, luminescence | methionyl-tRNA synthetase (Trypanosoma brucei brucei) | inhibition, % at 11.9 µM | 360,000 compounds, 0.4% hits | purified T. brucei MetRS, ATP depletion, Kinase-Glo luminescence;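 active = inhibition above a per-plate cutoff of the control wells' mean inhibition plus 3 SD, cut at about 5.5% in these data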;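 note: 0% = DMSO wells median and 100% = median of wells with control inhibitor compound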
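Dosing: 11.9 µM compound single dose, 0.9% DMSO; Assay system: purified T. brucei MetRS enzyme; Measured by: Kinase-Glo luciferase luminescence reporting remaining unconsumed ATP; Schedule: 15 min plus 2 h at 25 °C.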
Neddyl block = inhibitors of cullin neddylation, primary screen, biochemical, TR-FRET, uHTS, NAE and Ubc12. calls only at 25 µM. 360,000 compounds, 0.58% hits. AID 651699, 2012; in the data active = inhibition above about 36%
Target sequence (P61081 whole entry, looked up): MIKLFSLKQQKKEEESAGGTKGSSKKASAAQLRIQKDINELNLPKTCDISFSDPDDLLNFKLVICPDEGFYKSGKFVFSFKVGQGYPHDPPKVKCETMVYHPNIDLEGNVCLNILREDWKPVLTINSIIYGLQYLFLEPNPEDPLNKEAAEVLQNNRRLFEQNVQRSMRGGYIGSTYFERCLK
Target sequence (Q13564 whole entry, looked up): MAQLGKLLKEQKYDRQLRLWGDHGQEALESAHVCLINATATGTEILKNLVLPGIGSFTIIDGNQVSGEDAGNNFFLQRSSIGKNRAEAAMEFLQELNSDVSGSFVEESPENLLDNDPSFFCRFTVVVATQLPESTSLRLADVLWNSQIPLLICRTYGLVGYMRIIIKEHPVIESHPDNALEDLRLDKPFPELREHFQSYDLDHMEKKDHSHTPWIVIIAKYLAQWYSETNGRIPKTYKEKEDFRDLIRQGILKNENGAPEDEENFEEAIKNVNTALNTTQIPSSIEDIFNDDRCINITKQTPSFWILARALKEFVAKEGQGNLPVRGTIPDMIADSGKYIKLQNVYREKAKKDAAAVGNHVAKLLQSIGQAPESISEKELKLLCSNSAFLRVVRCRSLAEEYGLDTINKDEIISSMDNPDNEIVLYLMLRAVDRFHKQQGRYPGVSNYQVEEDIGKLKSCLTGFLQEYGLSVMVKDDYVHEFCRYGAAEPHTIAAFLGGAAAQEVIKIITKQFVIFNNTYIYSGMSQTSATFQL
SKN-1 block = suppressors of acrylamide-induced Pgst-4::GFP reporter in worms, primary screen, SKN-1 inhibitor project, whole organism, uHTS, GFP/RFP fluorescence ratio, strain VP596; inhibition, % at 21.8 µM; 360,000 compounds, 0.49% hits; C. elegans VP596 Pgst-4::GFP/RFP ratio, 24 h;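 active = interference check ratio from 0.5 to 1.5 plus GFP to RFP signal ratio inhibition reaching or exceeding a fixed threshold, cut at about 30% in these data, passing the limit was not always enough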; note: some compounds called inactive have numbers as strong as hits
LMPTP block = LMPTP phosphatase inhibitors, primary screen, biochemical, fluorescence intensity, uHTS | 360,000 compounds, 0.22% hits | AID 651560, 2012 | inhibition, % at 20 µM | recombinant LMPTP-A, OMFP fluorogenic substrate;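 active = compounds that cut the enzyme signal by at least half of the control window in the single-dose screen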;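 note: plate controls were DMSO wells with enzyme plus substrate for no effect and substrate without enzyme for full effect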
Target sequence (P24666 whole entry, looked up): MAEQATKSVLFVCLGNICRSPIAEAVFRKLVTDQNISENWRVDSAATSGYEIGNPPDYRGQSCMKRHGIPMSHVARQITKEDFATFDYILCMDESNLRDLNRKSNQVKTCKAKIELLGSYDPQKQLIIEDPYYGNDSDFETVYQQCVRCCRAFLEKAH
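Test system: LMPTP-A, protein tyrosine phosphatase of low molecular weight; Input: 0.625 nM enzyme; Incubation: 50 min dark incubation at room temperature; Signal: endpoint fluorescence intensity from OMFP dephosphorylation; Read-out basis: % inhibition versus control wells.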
NadD inh = inhibitors of S. aureus NadD, primary screen, biochemical, colorimetric, uHTS. Nicotinate-nucleotide adenylyltransferase NadD (Staphylococcus aureus N315). purified NadD enzyme, colorimetric absorbance read-out. inhibition, % at 20 µM. AID 602399, 2012. 360,000 compounds, 0.78% hits; in the data active = inhibition above about 26%; note: some compounds past the cut are filed as inactive
DNMT1 block = human DNMT1 methyltransferase inhibitors, primary screen, biochemical, molecular beacon, fluorescence, HinP1I cleavage, uHTS; inhibition (reported as % activation of signal), % at 10 µM; AID 588458, 2011; DNA (cytosine-5)-methyltransferase 1 (Homo sapiens), P26358; 360,000 compounds, 0.83% hits; in the data active = inhibition above about 50%
Numbers without * were called inactive; i = inactive; / = no result given.

SMILES	SUMO1 PPI mod	CendR NRP1 mod	STEP block	Scp1 inh	TbMetRS inhib	Neddyl block	SKN-1 block	LMPTP block	NadD inh	DNMT1 block
O=C(NNC(=O)c1ccccc1-n1cccc1)c1ccc(Cl)cc1Cl	2.7	4.4	1.5	-4.8	-1.7	i	-1.3	-0.7	2.5	0.7
C[C@@H]1[C@H](O)C[C@@]23COC(=O)C2=CCCC3[C@@]1(C)CCC1COC(=O)C1 (stereo partly specified)	-1.1	-8.1	-1.0	-10.0	-0.3	i	7.3	-2.4	-0.6	-2.7
CNC(=O)CN(c1ccc(OC)cc1)S(=O)(=O)c1ccc(F)cc1	-1.2	7.8	-0.5	-1.1	-0.5	i	3.8	-1.3	-3.8	-0.8
COc1ccc(NC(=O)C2CCCN(CCCc3ccccc3)C2)cc1OCC(C)C (stereo unspecified)	2.7	-17.0	-5.3	2.3	-1.4	i	-7.1	-1.3	-6.8	3.8
C/C(=N/Nc1ccnc2cc(Cl)ccc12)c1ccc(O)cc1	-11.5	-20.0	1.4	-2.7	-0.3	i	7.5	6.4	-0.6	-7.2
Cc1ccccc1CSCC1Nc2ccc(C(=O)NCCc3ccccc3)cc2NC1=O (stereo unspecified)	-6.6	-226.7	-9.9	/	0.9	i	16.1	1.5	44.7*	-9.1
C=CCn1c(C)cc(C(=O)CSc2nc3ccccc3o2)c1C	-2.5	-8.2	1.3	-6.0	-0.2	i	1.4	1.6	1.0	-9.8
O=C(NCCN1CCOCC1)c1ccc(Cl)c(S(=O)(=O)N2CCOCC2)c1	1.6	12.4	-5.6	-2.4	0.5	i	-12.9	-0.5	-0.9	1.9
CC1(C(=O)NCc2cccc3ccccc23)CCN1C(=O)Cc1ccc(-c2ccccc2)cc1 (stereo unspecified)	-0.5	-0.1	-1.6	/	-0.4	i	-1.0	5.4	-4.2	-31.8
CCc1ccccc1NCC(=O)Nc1ccc(Cl)c(C(F)(F)F)c1	-2.4	-6.0	-2.4	-6.5	-0.5	i	8.4	3.5	-6.5	-13.5
COc1ccc(OCC(=O)N(Cc2ccc(C)o2)C2CCS(=O)(=O)C2)cc1 (stereo unspecified)	0.5	2.3	1.0	-1.1	-0.4	i	-14.3	-0.7	-4.8	0.5
Nc1nc(SCC(=O)Nc2cc(-c3ccccc3)nn2-c2ccccc2)n[nH]1	0.6	-1.0	-0.4	-2.0	-0.2	i	11.5	-0.9	-3.8	-0.1
O=c1cc(N2CCOCC2)c2ccccc2o1	10.5	7.5	0.6	-5.2	-0.3	i	-4.0	0.6	0.5	2.1
CC1CCCCC1NC(=S)Nc1ccc(Cl)cc1Cl (stereo unspecified)	-4.6	-1.5	1.5	-4.2	0.1	i	7.5	0.3	-2.2	-0.2
Cc1[nH]c2ccccc2c1C(c1ccncc1)N1CCC(C)CC1 (stereo unspecified)	-0.2	-13.2	1.3	-11.7	-1.2	i	-20.1	2.3	-7.5	0.2
CCOc1ccc2ccccc2c1CNc1nnnn1CC	-4.6	7.5	1.0	0.8	-0.6	i	-5.2	-0.5	-4.1	92.2*
Cc1onc(-c2ccccc2)c1C(=O)OCC(=O)c1ccc[nH]1	-0.5	-6.0	-2.1	/	-0.3	i	-1.3	2.5	6.3	-7.9
C=CCOn1c(=O)c(-c2ccc(OC)c(OC)c2)[n+]([O-])c2ccccc21	-22.2	-1.1	-1.6	-6.1	-0.7	i	-3.6	1.7	4.1	-6.3
Cc1cccc(NC(=O)C2CCN(S(=O)(=O)c3c(C)noc3/C=C/c3ccco3)CC2)n1	-6.4	-35.5	-1.4	3.0	-1.3	i	12.5	1.6	16.4	-9.4
CC(=O)CSc1ncnc2sc3c(c12)CCCC3	2.7	-14.1	0.3	-6.7	0.1	i	-3.0	-0.4	-1.8	0.8
CCCNC(=O)C(Cc1ccccc1)NC(=O)Cc1ccccc1 (stereo unspecified)	-3.1	-10.8	2.5	0.6	-0.2	i	-6.8	-1.5	-6.6	3.1
Fc1ccccc1OCCCCSc1ncccn1	2.0	1.3	0.7	0.4	-1.2	i	-17.1	-1.2	-6.0	-2.2
O=C(NC(Cc1c[nH]c2ccccc12)C(=O)O)/C(=C/c1ccc2c(c1)OCO2)NC(=O)c1ccccc1 (stereo unspecified)	8.7	5.6	1.5	-4.5	-0.2	i	18.2	0.3	2.0	-0.2
CCOC(=O)COc1c(Cl)cc(C2NC(=S)NC(c3ccccc3)=C2C(C)=O)cc1OC (stereo unspecified)	-2.2	-4.7	1.2	-5.3	1.0	i	-7.5	0.4	-0.2	0.4
COc1ccc(C2C(C#N)=C(C)NC(C)=C2C(=O)OC(C)C)c(OC)c1 (stereo unspecified)	-4.7	8.1	0.9	10.3	0.3	/	-12.3	2.3	-7.2	1.9
CCn1ncc(C(=O)Nc2ccccc2C)c1C	1.9	2.1	-2.6	-0.9	0.3	i	15.2	-0.8	1.1	6.2
CC(=O)c1ccc(C#CC(C)(C)O)s1	-6.8	4.6	-2.4	2.9	-0.5	i	32.6	-1.3	-5.7	-1.2
C/C(=N\O)C(C)(C)Nc1ccc(F)cc1	5.0	-2.8	1.4	-3.1	-0.2	i	-10.0	-1.6	0.7	-0.6
CN(C)/C(Cn1cncn1)=C1/N=C(c2ccccc2)OC1=O	-10.8	0.8	-0.4	6.6	-1.2	i	-2.9	-0.5	2.5	-0.7
COc1ccc2cc(C(c3nnnn3C(C)(C)C)N3CCSCC3)c(=O)[nH]c2c1 (stereo unspecified)	-18.1	-9.1	2.0	9.8	0.7	i	5.8	-0.7	10.1	-1.2

Looked up above.
For SKN-1 block, CN(C)/C(Cn1cncn1)=C1/N=C(c2ccccc2)OC1=O reads -2.9
For TbMetRS inhib, O=C(NC(Cc1c[nH]c2ccccc12)C(=O)O)/C(=C/c1ccc2c(c1)OCO2)NC(=O)c1ccccc1 (stereo unspecified) reads -0.2
For CendR NRP1 mod, CCOC(=O)COc1c(Cl)cc(C2NC(=S)NC(c3ccccc3)=C2C(C)=O)cc1OC (stereo unspecified) reads -4.7

Later entries.
SMILES	SUMO1 PPI mod	CendR NRP1 mod	STEP block	Scp1 inh	TbMetRS inhib	Neddyl block	SKN-1 block	LMPTP block	NadD inh	DNMT1 block
CC1CCCN(Cc2csc(N)n2)C1 (stereo unspecified)	-1.5	12.4	-1.8	-4.0	-0.6	i	4.6	-1.6	-8.5	-3.1
CC(C)(C)NC(=O)C(c1ccnc2ccccc12)n1c(=O)c(-c2ccco2)nc2ccccc21 (stereo unspecified)	-4.6	-52.2	/	/	0.1	i	13.9	1.6	/	/
COCCN=C1Sc2nc3ccc(C)cc3cc2CN1Cc1cccs1	-15.6	1.1	3.7	4.6	0.3	i	11.3	2.6	5.5	-1.4
COC(=O)[C@]12CCCCC=C1N(Cc1cccc3ccccc13)C(=O)[C@H](CC(=O)N1CCCCC1)C2	2.8	4.9	/	/	-0.7	i	2.3	-1.2	8.7	/
COc1ccc(S(=O)(=O)N(C)CC(=O)Nc2ccccc2SC)cc1Cl	-1.4	1.9	-2.7	-4.2	-1.1	i	2.7	0.3	-8.5	-5.1
O=C(CCc1ccccc1)NCCc1cccs1	1.7	6.9	2.2	-12.1	-0.8	i	6.4	-1.4	-5.8	-0.4
Cc1ccc(-c2cc(C(=O)NCc3ccc4c(c3)OCO4)no2)cc1	-2.7	7.7	0.5	-7.2	-0.3	i	16.9	-0.5	1.0	0.9
Cc1ccc(NC(=O)CCN2CCOCC2)cc1C	9.2	14.3	-1.3	-5.1	0.0	i	-1.4	-0.9	-0.6	0.9
CCOP(=O)(OCC)C(Nc1ccc(C(=O)O)cc1)c1ccccc1 (stereo unspecified)	1.1	7.1	1.4	2.5	-0.8	i	0.2	-0.9	-2.3	1.2
O=C(COc1ccc(Nc2ccccc2)cc1)OCC(=O)N1CCCCC1	2.5	-6.1	-1.1	-5.2	-0.3	i	-17.0	0.9	-2.7	-8.3

Ordered by molar mass (ascending): part of the list above.
SMILES	SUMO1 PPI mod	CendR NRP1 mod	STEP block	Scp1 inh	TbMetRS inhib	Neddyl block	SKN-1 block	LMPTP block	NadD inh	DNMT1 block
Cc1ccc(NC(=O)CCN2CCOCC2)cc1C	9.2	14.3	-1.3	-5.1	0.0	i	-1.4	-0.9	-0.6	0.9
CC1CCCCC1NC(=S)Nc1ccc(Cl)cc1Cl (stereo unspecified)	-4.6	-1.5	1.5	-4.2	0.1	i	7.5	0.3	-2.2	-0.2
O=C(NCCN1CCOCC1)c1ccc(Cl)c(S(=O)(=O)N2CCOCC2)c1	1.6	12.4	-5.6	-2.4	0.5	i	-12.9	-0.5	-0.9	1.9

The list continues:
SMILES	SUMO1 PPI mod	CendR NRP1 mod	STEP block	Scp1 inh	TbMetRS inhib	Neddyl block	SKN-1 block	LMPTP block	NadD inh	DNMT1 block
CCCN(CC(=O)Nc1ccc(OC)c(OC)c1)CC(=O)Nc1ccc(F)c(F)c1F	1.2	3.9	-1.7	1.6	0.0	i	1.6	-1.1	-5.0	0.5
Cc1ccc(C)c(S(=O)(=O)N2CCCC2CNC(=O)C(=O)NCc2ccccn2)c1 (stereo unspecified)	2.2	-2.4	3.3	-0.8	-0.8	i	4.7	0.0	-4.5	6.2
COc1cccc(Oc2nc(N)ncc2[N+](=O)[O-])c1	-23.5	-0.6	-2.8	-7.1	-0.3	i	-8.0	-1.0	-2.9	2.2
Cc1ccc(N=C2NC(=O)/C(=C/c3cccn3C)S2)cc1	-10.7	-64.9	-0.4	-5.0	0.5	i	23.8	2.1	-5.4	-10.6
CN1C(=O)CC(N2CCN(c3ccc(Cl)c(Cl)c3)CC2)C1=O (stereo unspecified)	-3.0	-2.8	-0.9	2.5	-1.1	i	2.2	0.2	-0.8	-3.9
COc1ccc(NC(=O)Nc2ccc(Cc3ccncc3)cc2)cc1OC	4.3	2.7	5.5	-2.6	0.4	i	0.9	1.9	-0.3	8.9
CC(=O)Nc1ccc(NC(=O)COc2ncnc3ccccc23)cc1	2.9	8.3	-0.1	13.7	0.4	i	7.2	0.9	1.9	-0.3
COc1ccc(-c2oc3c(c2C(=O)OCCCO)C(OCCCCCO)CCC3)cc1 (stereo unspecified)	3.6	-5.7	/	/	-0.6	/	6.5	-0.2	-4.1	/
Cc1cc(NC(=O)CS(=O)(=O)c2cn(Cc3cccc(C(F)(F)F)c3)c3ccccc23)no1	5.9	8.4	0.7	/	-0.1	i	-0.5	0.7	-1.9	3.9

High-throughput results deposited in PubChem by several laboratories.
